# CendR NRP1 mod: alters CendR peptide binding to human NRP-1. FAM-RPARPAR peptide binding to NRP-1, fluorescence polarization. inhibition, % at 25 µM. O14786. 360,000 tested, 0.85% active;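 active = inhibition or corrected inhibition above about 18%, plus a signal ratio from 0.5 to 1.5, limit read from the data, passing the limit was not always enough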; also: strong numbers were not always called active
# Neddylation inh: cullin neddylation inhibition. calls only at 25 µM. TR-FRET cullin neddylation, biochemical. 360,000 tested, 0.58% active. AID 651699. P61081+Q13564; in the data active = inhibition above about 36%
# Target sequence (P61081 whole entry, looked up): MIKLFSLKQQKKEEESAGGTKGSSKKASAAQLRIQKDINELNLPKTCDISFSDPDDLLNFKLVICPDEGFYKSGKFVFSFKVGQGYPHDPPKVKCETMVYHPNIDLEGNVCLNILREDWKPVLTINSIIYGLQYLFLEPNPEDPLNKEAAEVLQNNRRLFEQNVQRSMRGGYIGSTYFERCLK
# Target sequence (Q13564 whole entry, looked up): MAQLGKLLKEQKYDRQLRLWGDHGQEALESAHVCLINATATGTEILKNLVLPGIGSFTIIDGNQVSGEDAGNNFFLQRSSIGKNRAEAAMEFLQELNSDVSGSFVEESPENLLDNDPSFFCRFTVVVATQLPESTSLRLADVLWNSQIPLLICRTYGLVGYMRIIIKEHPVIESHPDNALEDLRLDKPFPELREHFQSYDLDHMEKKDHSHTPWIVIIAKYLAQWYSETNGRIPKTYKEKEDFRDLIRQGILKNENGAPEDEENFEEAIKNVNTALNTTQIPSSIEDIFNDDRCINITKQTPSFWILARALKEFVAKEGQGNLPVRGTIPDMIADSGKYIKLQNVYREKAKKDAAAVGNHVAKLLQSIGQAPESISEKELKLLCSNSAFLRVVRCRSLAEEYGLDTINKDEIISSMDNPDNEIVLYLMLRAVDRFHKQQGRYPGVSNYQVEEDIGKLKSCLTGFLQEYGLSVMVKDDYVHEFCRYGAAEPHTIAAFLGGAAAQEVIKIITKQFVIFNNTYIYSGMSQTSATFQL
# SKN-1 inh: blocks SKN-1 activity in C. elegans; 360,000 tested, 0.49% active; inhibition, % at 21.8 µM; C. elegans VP596 Pgst-4::GFP/RFP ratio, acrylamide-induced, 24 h;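 active = interference check ratio from 0.5 to 1.5 plus GFP to RFP signal ratio inhibition reaching or exceeding a fixed threshold, cut at about 30% in these data, passing the limit was not always enough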; also: some compounds called inactive have numbers as strong as hits
# FAS-TE inh: FAS thioesterase (human) inhibition. inhibition, % at 15 µM. 360,000 tested, 0.67% active. recombinant FAS-TE, OMFH fluorogenic substrate, fluorescence endpoint. P49327;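 active = compounds whose normalised, plate-corrected inhibition of enzyme fluorescence in the single-dose primary screen is 50% or more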;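 also: 0% = DMSO with enzyme and 100% = substrate without enzyme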
# eLon inh: inhibitors of E. coli Lon protease; P0A9M0; purified E. coli Lon protease, fluorescence polarization; inhibition, % at 7.94 µM; 360,000 tested, 0.42% active; AID 602123; in the data active = inhibition above about 13%, passing the limit was not always enough;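 also: 0% = enzyme with probe and DMSO and 100% = no enzyme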
# Rin1-Abl PPI inh: human Rin1-Abl interaction inhibition. P00519+Q13671. TR-FRET Rin1/Abl binding, biochemical. inhibition, % at 7.35 µM. 360,000 tested, 0.4% active. AID 588664; in the data active = inhibition above about 5%, passing the limit was not always enough
# MsrA inh: inhibitors of bovine MsrA; purified bovine MsrA, absorbance read-out; inhibition, % at 15.5 µM; 360,000 tested, 0.75% active; AID 651718; in the data active = inhibition above about 4.5%;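 also: 0% = vehicle wells with enzyme and 100% = reference inhibitor wells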
# bovine MsrA act: activators of bovine methionine sulfoxide reductase A | purified bovine MsrA, absorbance read-out | activation, % at 10.6 µM | 360,000 tested, 0.3% active; in the data active = activation above about 7.5%;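 also: 0% = vehicle and 100% = reference activator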
# MT1-MMP act inh: MT1-MMP (human) activation inhibition. P50281. HT1080 RFP-PRO-GFP cells, GFP/RFP ratio fluorescence, overnight; percent of plate control window, DMSO zero. GFP/RFP ratio change, % at 20 µM. 360,000 tested, 0.061% active. AID 651647;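 active = GFP/RFP ratio change of at least 30% with cell ATP level not reduced by more than half and red fluorescence within 50% of control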; also: strong numbers were not always called active
#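 Assay system: RFP-PRO-GFP reporter HT1080 cells; read-out basis: GFP/RFP fluorescence ratio; benchmarks: DMSO wells and RFP-L50D-GFP cells; doses: 20 µM single dose, 1% DMSO; schedule: overnight cell settling, then overnight compound exposure, 37 °C, 5% CO2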
# The depositor's hits bear a star; i = inactive; . = no result given.
SMILES,CendR NRP1 mod,Neddylation inh,SKN-1 inh,FAS-TE inh,eLon inh,Rin1-Abl PPI inh,MsrA inh,bovine MsrA act,MT1-MMP act inh
Cc1cc(O)c2/c(=N\N)c(-c3csc(C)n3)coc2c1,-5,i,7,-6,-4,-2,-1.4,-5,0
Cc1cccc(C(=O)Nc2cc(C)ccc2NC(=O)COc2ccccc2)c1,4,i,-2,12,-1,2,-0.9,-5,-4
COc1ccc2cc(CN(CC3CCCO3)S(=O)(=O)c3ccc(C(C)=O)cc3)c(=O)[nH]c2c1 (stereo not drawn),-6,i,-3,-4,-5,0,0.7,-13,6
COc1ccc(/C=N/NC(=O)c2cc(O)c(O)c(O)c2)cc1Cn1cc([N+](=O)[O-])cn1,-54,i,-6,14,1,29*,2.2,-5,6
Cc1nc(C)c(CCNC(=O)c2ccc(C(F)(F)F)cc2)s1,-1,i,4,-10,1,3,-0.5,-1,-1
CC(=O)Nc1ccc(S(=O)(=O)NCCC(=O)N2CCN(c3ccccc3Cl)CC2)cc1,4,i,-2,2,-7,6,-0.7,-5,6
COc1cccc(OC)c1C(=O)Nc1cccnc1,-9,i,0,-8,5,0,1.1,-1,2
O=C(NCc1cccnc1)c1sc2ccccc2c1Cl,2,i,-6,-3,-2,1,-0.1,0,4
COc1ccccc1NC(=O)Cn1c(C)nc2c(sc(=S)n2Cc2ccco2)c1=O,0,i,15,37,2,1,2.2,0,4
CCn1nc(C(=O)OCc2cccc(S(=O)(=O)N(C)C)c2)c2ccccc2c1=O,-2,i,-6,12,3,-1,-1.7,-3,-2
Cc1ccccc1OCC(=O)NC(=S)Nc1ccc(S(=O)(=O)NC2CCCCC2)cc1,4,i,-3,6,-8,4,0.7,-3,2
COc1cccc(CNc2nnnn2C)c1,-1,i,2,-5,-3,-2,-0.8,-9,-1
COc1cc(/C=C/C(=O)c2ccc3c(c2)OCCO3)cc(Br)c1OCC(=O)N(C)C,-16,i,5,-6,-33,-3,1.4,-11,-48
O=C(COc1ccccc1Cl)Nn1cnnc1,1,i,-4,-6,-7,-1,-1.3,4,16
Nc1nc(Nc2ccccc2Cl)cc(=O)[nH]1,12,i,12,-4,6,-2,-1.3,0,-2
COc1ccc(OC)c(C(=O)N2CCCC(Nc3ccc(F)cc3)C2)c1 (stereo not drawn),11,i,0,-9,-9,-1,0.1,-2,-1
CS(=O)(=O)N(Cc1nnc(-c2cccs2)o1)c1ccc(Cl)cc1F,-3,i,31,-3,-1,0,-1.2,-3,-2
C/C(N)=C(/C#N)C(=O)CSc1nc2cc(Cl)ccc2c(=O)n1Cc1ccco1,-16,i,1,12,-13,1,0.3,-10,-6
O=C(C(=O)N1CCN(c2ccccc2F)CC1)c1cn(CC(=O)N2CCCC2)c2ccccc12,-14,i,2,-8,3,-5,1.3,-8,2
O=C(c1cccs1)N1C[C@@H](n2cc(C3CC3)nn2)[C@H](O)C[C@@H]1c1ccc(Cl)cc1,-4,i,12,-9,-6,-4,-1.4,-1,3
O=[N+]([O-])c1cccc(-n2nnnc2CN2CCCC2)c1,-7,i,11,-2,1,-5,-1.6,-1,3
Cc1ccccc1NC(=S)N(Cc1cccnc1)Cc1ccco1,9,i,5,-6,-8,3,-0.1,-7,-3
O=C(Nc1ccc(N2CCOCC2)c(Cl)c1)c1cccnc1Cl,-2,i,8,-5,-4,-2,0.4,-1,1
Clc1ccc(-c2nnnn2-c2ccc(Cl)c(Cl)c2)cc1Cl,0,i,5,32,1,-1,16*,-2,-1
CCN(CC)C(=S)SC1=CCS(=O)(=O)C1,-6,i,-6,-3,-3,1,0.5,-4,4

# 4 consecutive entries out of the list so far, quoted:
SMILES,CendR NRP1 mod,Neddylation inh,SKN-1 inh,FAS-TE inh,eLon inh,Rin1-Abl PPI inh,MsrA inh,bovine MsrA act,MT1-MMP act inh
COc1ccc(OC)c(C(=O)N2CCCC(Nc3ccc(F)cc3)C2)c1 (stereo not drawn),11,i,0,-9,-9,-1,0.1,-2,-1
CS(=O)(=O)N(Cc1nnc(-c2cccs2)o1)c1ccc(Cl)cc1F,-3,i,31,-3,-1,0,-1.2,-3,-2
C/C(N)=C(/C#N)C(=O)CSc1nc2cc(Cl)ccc2c(=O)n1Cc1ccco1,-16,i,1,12,-13,1,0.3,-10,-6
O=C(C(=O)N1CCN(c2ccccc2F)CC1)c1cn(CC(=O)N2CCCC2)c2ccccc12,-14,i,2,-8,3,-5,1.3,-8,2

# (next part)
SMILES,CendR NRP1 mod,Neddylation inh,SKN-1 inh,FAS-TE inh,eLon inh,Rin1-Abl PPI inh,MsrA inh,bovine MsrA act,MT1-MMP act inh
Cn1c2ccc(F)cc2c2nnc(SCCN3CCOCC3)nc21,-4,i,26,1,-7,-1,0.5,-2,-1
O=C(C1CC1)N1CCc2cc(Br)cc(S(=O)(=O)NCCCN3CCCC3)c21,-1,i,3,-8,0,-2,-0.1,-4,1
COc1ccc(OC)c(/C=N/NC(=O)c2ccc3nc[nH]c3c2)c1,6,.,23,-3,-13,-3,0.3,-4,-1
CCCn1c(-c2ccc(F)cc2)n[nH]c1=S,-17,i,9,-10,-6,-2,-0.9,0,10
COCc1cc(C)nc(N2CCN(c3ccccc3)CC2)c1C#N,-15,i,-2,12,-9,-2,0.4,-3,-5
COc1cccc(-c2cc(C(F)(F)F)n3nc(N)nc3n2)c1,-8,i,-4,-3,-6,0,2.8,14*,0
COc1ccc(NS(=O)(=O)c2cc(NC(=O)c3cccs3)ccc2N2CCCC2)cc1,1,i,3,33,2,1,0.2,-1,-1
COc1nnc(-c2ccccc2)s1,3,i,2,-12,-13,0,0.8,-5,-4
O=C(COC(=O)c1ccccc1O)Nc1cc([N+](=O)[O-])ccc1Cl,-1,i,2,-5,0,-1,2.1,-2,0
OC(CCN1CCCCC1)(c1ccccc1)c1ccccc1,-6,i,-15,-5,-4,-1,1.2,-3,-4
Cc1ccc(NC(=S)NCC(C)CSc2ccc(Cl)cc2)cc1 (stereo not drawn),-5,i,-2,7,-1,-2,-0.1,0,5
CC(=O)c1ccc(S(=O)(=O)N(C)CC(=O)Nc2ccc(C)cc2)cc1,4,i,6,-2,-16,-2,0.6,-1,1
COc1ccc(C(=O)Nc2nnc(Cc3ccc(OC)c(OC)c3)s2)c(OC)c1,10,i,8,-1,2,3,-0.3,-9,12
CC(=O)OCC1=C(C(=O)O)N2C(=O)[C@@H](NC(=O)Cc3ccccc3)[C@H]2SC1,-22,i,15,-2,-6,1,-0.9,-1,-3
O=C1SCCC1NS(=O)(=O)c1ccc([N+](=O)[O-])cc1 (stereo not drawn),18,i,35,2,3,-1,-0.2,-2,1
O=C(Nc1ccc([N+](=O)[O-])cn1)C1CC2CCC1C2 (stereo not drawn),13,i,-2,-3,-10,-1,1.6,0,5
O=C(c1cccnc1)N1CCN(Cc2ccccc2Br)CC1,-6,i,-12,-6,-1,2,-1.0,-2,-3
Cc1ccc(S(=O)(=O)Nc2ccc(NC(=O)/C=C/C(=O)O)cc2)cc1,-11,i,2,-7,-4,0,0.1,1,7
COc1ccc(Br)cc1/C=N/NC(=O)c1ccc2nc[nH]c2c1,-8,i,-3,-13,7,-4,1.2,-10,-4
COc1ccnc(NCc2cccnc2)c1C#N,0,i,1,-8,0,0,1.0,-2,0
CCCCCCOC(=O)NCC(O)c1ccccc1 (stereo not drawn),2,i,16,-6,3,0,1.1,-12,2
O=C(Nc1ccc(F)c(Cl)c1)c1cc(C2CCCCN2C(=O)CCCc2ccccc2)on1 (stereo not drawn),0,i,8,24,3,0,-0.3,-2,-2
Cc1ccc(C)c(NC(=O)CSc2nc3c(c(=O)n2C)SC(C)C3)c1 (stereo not drawn),-14,i,-7,2,-4,3,2.5,-3,6
C/C(=N\n1cnnc1)c1ccccc1,10,i,-7,-4,6,-3,1.2,0,-4
Cc1cc(C)n2nc(N)c(N=Nc3ccc(Cl)cc3)c2n1,-4,i,3,6,-4,-3,3.4,-2,1

# (next part)
SMILES,CendR NRP1 mod,Neddylation inh,SKN-1 inh,FAS-TE inh,eLon inh,Rin1-Abl PPI inh,MsrA inh,bovine MsrA act,MT1-MMP act inh
COc1ccc(C)c2sc(NC(=O)C3=COCCO3)nc12,-15,.,8,-2,-7,-1,2.5,-1,6
O=C1Nc2ccccc2C1=Nc1ccc(Br)cc1,-11,i,20,4,-3,-4,-0.7,-3,-1
CCCCn1c2ccc(F)cc2c2nnc(NN)nc21,4,i,1,-32,-5,0,0.8,-7,11
Cc1cc(C=C2C(=O)c3ccccc3C2=O)c(C)n1-c1ccccc1,-7,i,12,-15,-15,-1,0.3,-2,0
CCOc1ccc(N2C(=O)C(Cl)=C(Nc3ccccc3O)C2=O)cc1,-68,i,5,-21,-22,0,0.1,-2,-43
CCC1Oc2ccc(C)cc2N(CC(=O)NCCN2CCOCC2)C1=O (stereo not drawn),-6,i,5,-3,-1,3,-0.8,-4,-1
CCOc1ccccc1CNC(=O)CCC(=O)N1Cc2ccccc2Oc2ncccc21,10,i,-12,-4,-9,2,-0.8,-12,2
CCCN(CC1CC1)c1nc(N)c2c(N)nc(OC)cc2c1C#N,-6,i,32,7,-8,2,1.4,-1,-25
Cc1ccnc(NC2OC(=O)c3ccccc32)c1 (stereo not drawn),4,i,-6,-5,0,-1,-0.2,0,5
Cc1cccc(-c2noc(-c3ccc4c(c3)OCO4)n2)c1,12,i,17,26,2,2,0.8,-3,4
C#CCOCCOCCOCCNc1nc(N2CCOCC2)nc(N2CCN(C(=O)Cn3cc(CCCN=C(N)N)nn3)CC2)n1,6,i,13,-5,-8,0,-0.9,-3,-1
Cc1[nH]n(-c2cccc3ccccc23)c(=O)c1C=Nc1ccc2[nH]c(=O)[nH]c2c1,-8,i,41*,-4,2,-3,3.2,-2,5
CSCC[C@H](N)C(=O)NC[C@H]1CC[C@H](C(=O)N[C@@H](Cc2ccccc2)C(=O)O)CC1,5,i,-6,-5,-2,0,-0.8,-1,-1
COCC(C)n1c(SCC(=O)Nc2nccs2)nc2ccccc2c1=O (stereo not drawn),6,i,12,-2,-17,-1,-1.6,1,0
Cc1ccc(CN2CCC(c3nc4ccc(Cl)cc4[nH]3)CC2)cc1,-22,i,8,-5,-24,3,-0.7,0,-19
COc1ccc(N=Cc2ccc(CNS(=O)(=O)c3ccc(Cl)cc3)o2)cc1,8,i,-6,-7,-3,1,-1.2,2,7
COC(=O)c1ccc(COc2ccc3c(c2)CCC3)o1,-4,i,1,18,0,1,-1.4,-7,0
C=C1C(=O)OC2C1CCC(C)=C1C(=O)C3OC3(C)C12 (stereo not drawn),6,i,-3,-4,-5,1,-1.1,-3,-6
CCOc1ccc(NC(=O)CCSc2nc3c(c(CC)c2C#N)C(=O)CC(C)(C)C3)cc1,4,i,24,20,1,-1,-0.2,-1,1
COc1ccccc1-n1nnnc1SCC(=O)NC1CCCC1,8,i,17,-5,10,-2,-0.5,-1,3
CCN(CC(=O)NCc1cccs1)C(=O)/C=C/c1cccc(Cl)c1Cl,0,i,23,13,3,2,-0.3,-2,-2
CC(=O)NC1CCC(OC(=O)Nc2ccccc2)CC1 (stereo not drawn),10,i,-4,-4,-2,-1,0.0,-3,1
O=C(NCCC1=CCCCC1)N[C@@H](Cc1ccccc1)C(=O)O,7,i,-11,-6,0,-1,0.6,1,3
Cc1cc2oc(=O)cc(CN3CCCCC3C)c2cc1C (stereo not drawn),-14,i,16,-2,-4,2,0.3,-3,-7
COc1cccc(NC(=O)CN(C)C(=O)C(Sc2ccccc2)c2ccccc2)c1 (stereo not drawn),1,i,-3,21,-7,3,-0.4,-6,6
COc1ccc(NC(=O)c2ccc3c(c2)OCO3)cc1,5,i,2,-3,-2,0,-1.3,-2,2
O=C(CNC(=O)c1cccs1)c1ccc(Cl)cc1,-1,i,-15,-6,1,5,-1.0,-3,3
COc1ccc(OC)c(NC(=O)CCN2CCN(c3ccccc3OC)CC2)c1,-1,i,-6,-4,1,3,0.8,-4,-4

# Source: PubChem
